ATG4B inh = blocks human ATG4B protease cleavage of LC3 substrate; Q9Y4P1; ATG4B cleavage of LC3-PLA2, NBD-HPC fluorescence, 1 h; inhibition, % at 8.33 µM; actives 0.51% (n = 340,000); in the data active means inhibition above about 40%
Target sequence (Q9Y4P1 whole entry, looked up): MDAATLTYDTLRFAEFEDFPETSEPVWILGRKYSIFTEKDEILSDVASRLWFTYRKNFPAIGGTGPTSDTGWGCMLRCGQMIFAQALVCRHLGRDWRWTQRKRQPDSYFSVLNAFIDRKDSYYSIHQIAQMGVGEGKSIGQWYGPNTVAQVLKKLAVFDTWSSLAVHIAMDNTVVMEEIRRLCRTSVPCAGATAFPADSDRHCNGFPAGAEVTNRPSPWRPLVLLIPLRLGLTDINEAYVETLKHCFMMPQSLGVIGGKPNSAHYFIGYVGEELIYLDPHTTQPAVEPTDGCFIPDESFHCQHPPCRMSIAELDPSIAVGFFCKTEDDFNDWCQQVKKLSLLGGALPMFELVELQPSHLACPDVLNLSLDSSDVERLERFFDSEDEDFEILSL
PfGluPho inh = PfG6PD (Plasmodium falciparum) enzyme inhibition; PfGluPho enzyme, NADPH resazurin-diaphorase fluorescence; actives 0.78% (n = 350,000); inhibition, % at 20 µM;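 active means inhibition reaching at least a set limit at 20 µM in the primary screen, cut at about 59% in these data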;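 further: 0% = DMSO wells with substrate and 100% = DMSO wells lacking glucose-6-phosphate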
HKDC1 inh = inhibitors of human hexokinase HKDC1. Q2TB90. recombinant HKDC1, G6PDH/diaphorase resazurin coupled fluorescence. inhibition, % at 20 µM. actives 0.16% (n = 340,000);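 active means inhibition above about 35% when tested at 20 µM, limit read from the data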;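 further: plate controls were DMSO wells with enzyme for no effect and DMSO wells lacking enzyme for full effect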
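Test system: recombinant HKDC1 (HK5) hexokinase enzyme, produced in-house / Doses: 20 µM test compound, 1% DMSO / Timing: 90 min, room temperature / Detection: G6PDH/diaphorase-coupled fluorescence, 1 mM NADP, 100 µM resazurin, 525/613 nm / Control set: DMSO wells with and without enzyme mix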
hIAP block = blocks human intestinal alkaline phosphatase; P09923; purified IAP, CDP-Star luminescence, 30 min; inhibition, % at 10 µM; actives 0.12% (n = 330,000);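 active means inhibition reaching a set limit with compound at 10 µM in the primary screen, cut at about 35% in these data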;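 further: plate controls were DMSO wells with enzyme for no effect and no-enzyme buffer wells for full effect; values of inactives mirror those of a sister screen read the other way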
mIAP block = blocks mouse intestinal alkaline phosphatase; purified mouse IAP, CDP-Star luminescence, 30 min; inhibition, % at 10 µM; actives 0.2% (n = 330,000);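 active means inhibition of at least 40% at 10 µM in the primary screen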;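 further: plate controls were DMSO with enzyme for no effect and no enzyme wells for full effect; values of inactives mirror those of a sister screen read the other way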
hIAP act = increases human intestinal alkaline phosphatase activity; purified human IAP, CDP-Star luminescence, 30 min; stronger effect = higher value; 1 = vehicle-only enzyme, 0 = enzyme-free background; actives 0.16% (n = 330,000); AID 2524; activation factor at 10 µM; P09923;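 active means activation factor of the enzyme at least 2-fold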; further: the source names both 10 and 20 µM as test concentration; values of inactives mirror those of a sister screen read the other way
APOBEC3A inh = human APOBEC3A DNA deaminase inhibition; actives 0.41% (n = 330,000); AID 493011; recombinant A3A, FAM/TAMRA ssDNA deamination fluorescence; P31941; inhibition, % at 20 µM;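 active means at least 40% inhibition at 20 µM here, with at most 30% in a related deaminase screen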;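 further: plate controls were A3A with DMSO for no effect and wells lacking A3A enzyme for full effect; some results filed as inactive read as strong as hits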
Target sequence (P31941 whole entry, looked up): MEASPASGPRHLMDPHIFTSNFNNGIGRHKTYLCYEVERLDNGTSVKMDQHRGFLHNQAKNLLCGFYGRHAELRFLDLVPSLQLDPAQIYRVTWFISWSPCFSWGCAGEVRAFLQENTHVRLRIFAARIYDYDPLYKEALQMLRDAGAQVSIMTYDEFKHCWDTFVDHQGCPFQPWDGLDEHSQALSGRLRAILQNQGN
mIAP act = increases mouse intestinal alkaline phosphatase activity | muIAP, CDP-Star luminescence, 30 min; stronger effect = higher value; 1 = vehicle-only enzyme signal, 0 = enzyme-free wells | activation factor at 10 µM | actives 0.24% (n = 330,000);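 active means activation factor of at least 2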; further: the source names both 10 and 20 µM as test concentration; values of inactives mirror those of a sister screen read the other way
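System: mouse IAP enzyme. Reagent: CDP-Star chemiluminescent phosphatase substrate. Benchmarks: DMSO wells, no-enzyme wells. Times: 30 min enzyme-substrate-compound incubation at room temperature. Detection: luminescence from enzymatic CDP-Star hydrolysis. Doses: test compounds delivered from DMSO solution.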
* marks the source's active call; other numbers are inactive results; x = no result given.

smiles,ATG4B inh,PfGluPho inh,HKDC1 inh,hIAP block,mIAP block,hIAP act,APOBEC3A inh,mIAP act
Cc1ccc(NC(=O)C2C3C=CC4(CN(Cc5cccnc5)C(=O)C24)O3)cc1F (stereo not given),-2,-17,-4,8,11,0.92,-5,0.89
Cc1cccnc1NC(=O)CSc1nnc(CNC(=O)c2cccc([N+](=O)[O-])c2)n1C,-5,8,-2,7,5,0.93,2,0.95
CC(C)(C)c1ccc(C(=O)c2c[nH]c(C(=O)O)c2)cc1,6,-33,4,18,4,0.82,-3,0.96
COc1cc(/C=C/C(=O)O)cc(S(=O)(=O)NCCCC(=O)O)c1OC,9,-3,-12,-17,7,1.2,-1,0.93
CCOc1ccccc1NCc1cc(=O)oc2cc(C)ccc12,-1,9,0,8,11,0.92,-5,0.89
COc1cccc(/C=N/NC(=O)CCn2c3ccccc3c3ccccc32)c1,x,x,x,16,-1,0.84,-3,1
CCOC(=O)N1CCN(C(=O)c2cc(COc3cccc(C(F)(F)F)c3)on2)CC1,4,1,-3,-32,5,1.3,-5,0.95
O=C(NCc1ccc(Cl)cc1)C1CCN(S(=O)(=O)c2cccc3nonc23)CC1,-12,5,-7,-24,-4,1.2,2,1
CN=c1scc(-c2ccc(OC)cc2)n1/N=C(\C)c1cccnc1,4,9,21,-3,-10,1,-7,1.1
O=C(O)c1ccc(CSc2nnc(-c3ccco3)o2)cc1,-9,-16,-3,19,20,0.81,-1,0.8
O=C(NCC1CCCN(C(=O)c2cscn2)C1)c1ccccc1Cl (stereo not given),3,-8,-12,-2,-1,1,-2,1
COc1ccc(NC(=O)COC(=O)c2ccc(N3CCCC3=O)cc2)cc1,-5,10,8,6,2,0.94,3,0.98
O=S(=O)(c1ccccc1)N1CCN=C1SCc1cccnc1,-5,43,11,-18,1,1.2,0,0.99
CCOC(=O)CNC(=O)CSc1nc2c(C)cccc2cc1CC,17,-2,10,-17,-12,1.2,2,1.1
COc1ccc(/C=N/Nc2cc(C)nc3ccc(Br)cc23)cc1,-1,19,1,-2,10,1,-4,0.9
O=C(Oc1ccc(NC2=NS(=O)(=O)c3ccccc32)cc1)c1cccnc1,-3,-5,0,-8,6,1.1,1,0.94
O=C(Cn1c(=O)c(=O)n(Cc2ccccc2)c2ccc(Cl)cc21)NCC1CCCO1 (stereo not given),-12,-2,-5,-1,-14,1,-3,1.1
CCCN(CC(=O)Nc1ccccc1C)C(=O)C1CC(=O)N(c2ccccc2C(C)CC)C1 (stereo not given),-11,0,1,18,-10,0.81,-4,1.1
COc1ccc(OC)c(-c2csc(NC(=O)CSc3ccccc3)n2)c1,-4,9,4,-1,-12,1,1,1.1
CNC(=O)CC1C(=O)N(c2ccc(F)cc2)C(=S)N1NC(=O)c1ccc(Cl)cc1 (stereo not given),-3,5,0,1,8,0.99,-5,0.92
COc1ccccc1N1CCN(C(c2cccs2)C(C)NC(=O)c2ccco2)CC1 (stereo not given),-8,-2,0,11,-1,0.89,-2,1
c1csc(-c2csc(-c3cccs3)n2)c1,-6,9,4,-12,-3,1.1,1,1
Cc1ccc(S(=O)(=O)N2CCN(C(=O)CC(C)n3cncn3)CC2)cc1C (stereo not given),0,-14,-3,11,-6,0.89,3,1.1
CC(=O)C1C(c2ccncc2)NC(=O)NC1(O)C(F)(F)F (stereo not given),-3,-4,-6,12,0,0.89,-2,1
CCC(C(=O)NCc1ccco1)N(C(=O)CNS(=O)(=O)c1ccc(F)cc1)c1ccccc1F (stereo not given),4,4,5,-13,-5,1.1,0,1.1
N#CCSc1nccc(-c2cc(Cl)sc2Cl)n1,-2,-8,-6,-22,1,1.2,0,0.99
CCc1ccc(NC(=O)NCC2CCN(Cc3cccc(Cl)c3)CC2)cc1,6,2,1,-54,-209,1.5,3,3.1*
CN(C)c1nc(N)c([N+](=O)[O-])c(NCc2ccccc2)n1,-9,2,4,13,4,0.87,4,0.96
CC1CCN(C(=O)c2cccc(S(=O)(=O)N3CCCc4ccccc43)c2)CC1,3,-9,-4,12,4,0.88,0,0.96
CCSc1nnc(NC(=O)Cc2ccccc2OC)s1,-14,11,-6,-2,5,1,-2,0.95

Exported with each value named: 4 of the compounds above.
CCSc1nnc(NC(=O)Cc2ccccc2OC)s1
  ATG4B inh: -14 | PfGluPho inh: 11 | HKDC1 inh: -6 | hIAP block: -2 | mIAP block: 5 | hIAP act: 1 | APOBEC3A inh: -2 | mIAP act: 0.95
CC(=O)C1C(c2ccncc2)NC(=O)NC1(O)C(F)(F)F (stereo not given)
  ATG4B inh: -3 | PfGluPho inh: -4 | HKDC1 inh: -6 | hIAP block: 12 | mIAP block: 0 | hIAP act: 0.89 | APOBEC3A inh: -2 | mIAP act: 1
N#CCSc1nccc(-c2cc(Cl)sc2Cl)n1
  ATG4B inh: -2 | PfGluPho inh: -8 | HKDC1 inh: -6 | hIAP block: -22 | mIAP block: 1 | hIAP act: 1.2 | APOBEC3A inh: 0 | mIAP act: 0.99
CCc1ccc(NC(=O)NCC2CCN(Cc3cccc(Cl)c3)CC2)cc1
  ATG4B inh: 6 | PfGluPho inh: 2 | HKDC1 inh: 1 | hIAP block: -54 | mIAP block: -209 | hIAP act: 1.5 | APOBEC3A inh: 3 | mIAP act: 3.1*

Going on with the list:
smiles,ATG4B inh,PfGluPho inh,HKDC1 inh,hIAP block,mIAP block,hIAP act,APOBEC3A inh,mIAP act
NNc1nc2c(-c3ccc(F)cc3)nnn2c2ccccc12,-6,12,-2,-11,2,1.1,2,0.98
COC(=O)COc1ccc(C(=O)OC)cc1,1,-6,-2,-3,13,1,0,0.87
CC12CCC(C(=O)N/N=C/c3ccc(O)cc3O)(OC1=O)C2(C)C (stereo not given),27,-44,-39,-70,8,1.7,-6,0.92
CCCS(=O)(=O)N1CCC(C(=O)c2cccc(C(F)(F)F)c2)CC1,3,10,11,9,7,0.91,0,0.93
COC(=O)Cn1c(=N)n(CCN2CCCCC2)c2ccccc21,-7,-7,-2,14,3,0.86,0,0.97
CCN(CCCNS(=O)(=O)c1ccc2c(c1)CCN2C(C)=O)c1cccc(C)c1,2,21,2,4,-3,0.96,-3,1
CCCSc1nc2c(c(=O)[nH]c(=O)n2C)n1Cc1ccccc1,3,1,-2,-21,5,1.2,19,0.95
Cc1ccc(C)c2nc(Cl)c(C3NC(=O)c4ccccc4N3)cc12 (stereo not given),-1,-15,-5,14,9,0.86,-3,0.91
CCn1nc(C)cc1C(=O)N1CCCC(N2CCN(c3ccccc3OC)CC2)C1 (stereo not given),4,-12,4,18,-10,0.82,-5,1.1
C=CCNC(=O)/C(C#N)=C/c1c(N2CCN(c3cccc(Cl)c3)CC2)nc2c(C)cccn2c1=O,15,-6,-1,12,6,0.88,-1,0.94

One compound at a time, as listed above. Order of screens: ATG4B inh | PfGluPho inh | HKDC1 inh | hIAP block | mIAP block | hIAP act | APOBEC3A inh | mIAP act
Cc1ccc(C)c2nc(Cl)c(C3NC(=O)c4ccccc4N3)cc12 (stereo not given) is listed as -1 | -15 | -5 | 14 | 9 | 0.86 | -3 | 0.91
CCSc1nnc(NC(=O)Cc2ccccc2OC)s1 is listed as -14 | 11 | -6 | -2 | 5 | 1 | -2 | 0.95

Other compounds follow:
smiles,ATG4B inh,PfGluPho inh,HKDC1 inh,hIAP block,mIAP block,hIAP act,APOBEC3A inh,mIAP act
O=C(c1ccc(-c2cccc(C(F)(F)F)c2)o1)N1CCCCCCC1,-3,-1,3,-7,2,1.1,-1,0.98
Cc1ccccc1SC1CCN(C(=O)C2CCC(=O)N(C3CC3)C2)CC1 (stereo not given),-11,6,-5,-2,2,1,-6,0.98
Cc1ccccc1S(=O)(=O)NCc1ccc(N2CCN(C)CC2)cc1,14,8,1,8,10,0.92,0,0.9
Nc1ccc(C(=O)OCC(=O)N2CCOCC2)cc1[N+](=O)[O-],-1,-6,-4,14,6,0.85,-5,0.94
CCOc1ccc(/C=N/NC(=O)c2c(C)n(C)c3ccc(OC)cc23)cc1,-1,7,-9,-11,-7,1.1,3,1.1
Cc1cc(=O)[nH]c(SCc2cc(=O)n3nc(C)sc3n2)n1,-7,17,-5,12,0,0.88,0,1
CCOC(=O)CSc1nnc(N)s1,2,3,7,-15,-4,1.2,4,1
O=C(O)c1ccc2c(c1)C(=O)N(c1ccc(/C=C/C(=O)c3ccccc3)cc1)C2=O,6,-18,12,17,-2,0.83,-1,1
CCCS(=O)(=O)Nc1cccc(-c2nc3cccnc3s2)c1,-7,-14,-2,0,4,1,5,0.96
CCCCC(O)(CCCC)C(=O)N/N=C(\C)c1ccc(Cl)cc1,4,-68,-1,6,-6,0.94,3,1.1
C=CCOC(=O)C1=C(C)Nc2[nH]c(=O)[nH]c(=O)c2C1c1ccccc1 (stereo not given),-1,1,-5,-4,9,1,-5,0.91
C[C@@H](C(=O)Nc1ccc2c(c1)OCCO2)n1c(=O)[nH]c2ccccc2c1=O,-3,-7,-1,-12,-3,1.1,2,1
Cn1c(=O)cc(OCCCC(=O)NCc2ccco2)c2ccccc21,-3,13,4,-4,-8,1,-3,1.1
COc1ccc(-c2ccnc(SCC(=O)N3CCOCC3)n2)cc1,-9,1,-1,3,-9,0.97,-2,1.1
COc1ccc(/C=N\NC(=O)COc2ccc(C(C)(C)C)cc2)cc1Cn1nc(C)cc1C,-5,-14,-9,-18,-9,1.2,0,1.1
CCOc1ccccc1Oc1c(C)oc2cc(OC(=O)N3CCOCC3)ccc2c1=O,-9,0,-4,-4,0,1,-2,1
O=C(CNC(=O)c1ccncc1)N/N=C/c1ccc(O)cc1O,-7,-13,-41,-83,-2,1.8,-5,1

The order is random (roughly 2.4% active in at least one column).
